Compound activity (PubChem)
14-3-3 Bad PPI: inhibitors of 14-3-3 zeta/Bad binding, primary screen, biochemical, TR-FRET, bovine 14-3-3 zeta; inhibition, % at 21.7 µM; actives 0.71% (n = 220,000); AID 781, 2007; TR-FRET 14-3-3zeta/Dy647-pBad peptide displacement, 1 h; 14-3-3 protein zeta/delta (Bos taurus), P63103;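 active = inhibition above about 70%, limit read from the data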;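 note: 0% = full 14-3-3 plus peptide FRET controls and 100% = background without 14-3-3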
Target sequence (P63103 whole entry, looked up): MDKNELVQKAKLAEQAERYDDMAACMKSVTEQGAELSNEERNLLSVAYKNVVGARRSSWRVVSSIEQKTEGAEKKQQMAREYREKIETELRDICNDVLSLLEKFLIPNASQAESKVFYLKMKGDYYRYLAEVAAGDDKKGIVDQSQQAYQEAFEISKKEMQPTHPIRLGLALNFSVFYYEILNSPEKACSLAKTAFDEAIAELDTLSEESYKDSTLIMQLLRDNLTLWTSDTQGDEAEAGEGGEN
Rad51 HR inh: human RAD51 strand exchange inhibitors, primary screen, biochemical, fluorescence | DNA repair protein RAD51 homolog 1 (Homo sapiens), Q06609 | actives 0.085% (n = 200,000) | inhibition, % at 10 µM | AID 1385, 2008 | hRad51 DNA strand exchange, fluorescence dequenching;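 active = inhibition above 40% at the single screening dose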;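 note: 0% = DMSO control wells and 100% = blanks with heterologous ssDNA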
Target sequence (Q06609 whole entry, looked up): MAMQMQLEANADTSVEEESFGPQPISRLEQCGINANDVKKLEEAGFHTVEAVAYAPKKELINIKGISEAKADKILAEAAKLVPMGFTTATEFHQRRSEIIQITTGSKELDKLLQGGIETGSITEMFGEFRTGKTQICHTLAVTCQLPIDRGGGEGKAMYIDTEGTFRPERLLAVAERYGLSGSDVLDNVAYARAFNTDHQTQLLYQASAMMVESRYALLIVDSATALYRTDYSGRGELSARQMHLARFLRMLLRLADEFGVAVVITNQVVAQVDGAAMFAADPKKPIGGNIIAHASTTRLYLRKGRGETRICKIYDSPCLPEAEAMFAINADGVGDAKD
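Test system: preformed human Rad51 ssDNA filaments. Compound dosing: single dose, 10 µM final compound. Incubation: filaments 15 min 37 °C, then compound 30 min. Technique: FRET fluorescence dequenching, excitation 485 nm, emission 520 nm. Read-out basis: percent inhibition from fluorescence, normalised to plate control and blank means. Benchmarks: plate controls and plate blanks.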
Cl transport mod: KCC2 cotransporter modulators, thallium flux, primary screen, cell-based, HEK293 KCC2, FluoZin-2 fluorescence, MLSMR; KCC2 cells, thallium flux FluoZin-2 fluorescence; Solute carrier family 12 member 5 (Homo sapiens), Q9H2X9; actives 2.2% (n = 190,000); B-score of Tl+ flux slope (higher = more flux/activation; lower = inhibition) at 10 µM;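 active = thallium flux slope and its plate-corrected score both differing from the plate sample mean at a set confidence after two filtering rounds, in either direction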;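 note: slope of fluorescence scaled to starting intensity during 10 to 20 s after thallium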
Furin inh: human furin inhibitors, primary screen, biochemical, fluorescence intensity. P09958. purified furin, fluorogenic substrate cleavage. inhibition, % at 30 µM. actives 0.061% (n = 220,000). AID 463115, 2010; in the data active = inhibition above about 25%; note: inactives centre near -15
EBV gp42 block: Epstein-Barr virus gp42 inhibitors, primary screen, biochemical, uHTS, fluorescence polarization; inhibition, % (tested at 21.74 µM); actives 0.42% (n = 220,000); Fluorescence polarization binding assay, mP read-out; Glycoprotein 42 (Epstein-Barr virus (strain AG876)), Q1HVG2; in the data active = inhibition above about 50%
Target sequence (Q1HVG2 whole entry, looked up): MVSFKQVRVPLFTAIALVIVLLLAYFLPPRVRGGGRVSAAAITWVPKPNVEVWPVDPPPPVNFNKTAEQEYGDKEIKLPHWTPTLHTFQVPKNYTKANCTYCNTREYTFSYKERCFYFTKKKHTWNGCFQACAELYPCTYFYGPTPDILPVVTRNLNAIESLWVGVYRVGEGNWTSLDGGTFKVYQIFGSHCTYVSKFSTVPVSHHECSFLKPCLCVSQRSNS
Thrombin inh: human alpha-thrombin inhibitors, primary screen, counter-screen for coagulation protease inhibitor project, biochemical, 1536-well, fluorogenic AMC substrate | Prothrombin (Homo sapiens), P00734 | Boc-VPR-AMC fluorogenic substrate cleavage | inhibition, % at 5 µM | AID 1046, 2008 | actives 0.26% (n = 220,000);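 active = inhibition at or above 40%; inactive = inhibition below 40%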;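 note: 0% = enzyme with no compound and 100% = wells without enzyme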
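Assay system: human alpha-thrombin enzyme. Reagent: Boc-VPR-AMC substrate, 15 µM final. Compound dosing: one concentration per compound, 5 µM, with 0.2% DMSO. Incubation: room-temperature reaction. Technique: AMC fluorescence, 355/460 nm. Measure: % inhibition relative to enzyme controls and enzyme-free blanks.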
p47phox inh: p47phox/p22phox peptide binding inhibitors, primary screen, biochemical, uHTS, NADPH oxidase regulatory subunit. AID 1274, 2008. inhibition, % at 24.7 µM. actives 0.53% (n = 220,000). fluorescence polarization, 2 h. Neutrophil cytosol factor 1 (Homo sapiens), P14598;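 note: 0% = p47phox with labelled peptide and 100% = labelled peptide alone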
eIF4E-4G inh: eIF4E–eIF4G protein interaction inhibitors, primary screen, biochemical, uHTS, TR-FRET, eIF4GI fragment; Eukaryotic translation initiation factor 4E (Mus musculus) + Eukaryotic translation …; inhibition, % at 21.7 µM; actives 0.37% (n = 220,000); AID 782, 2007; TR-FRET eIF4E-eIF4GI(517-606) binding, 2 h;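 note: 0% = full FRET control wells and 100% = background wells lacking eIF4GI fragment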
KLK5 inh: human KLK5 protease inhibitors, primary screen, biochemical, 1536-well; Kallikrein-5 (Homo sapiens), Q9Y337; recombinant hK5, fluorogenic AMC substrate cleavage; inhibition, % at 5 µM; actives 0.59% (n = 210,000); AID 873, 2007;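 active = inhibition of 40% or more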;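 note: 0% = enzyme controls without compound and 100% = no-enzyme blanks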
Target sequence (Q9Y337 67-293 limits assumed): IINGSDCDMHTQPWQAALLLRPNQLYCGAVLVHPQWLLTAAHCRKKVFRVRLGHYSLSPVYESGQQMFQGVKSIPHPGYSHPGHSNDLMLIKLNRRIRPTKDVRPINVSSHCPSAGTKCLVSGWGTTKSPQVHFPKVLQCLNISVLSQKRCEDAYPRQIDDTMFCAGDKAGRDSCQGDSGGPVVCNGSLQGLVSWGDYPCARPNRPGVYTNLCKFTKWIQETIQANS
* = called active by the depositor; . = not tested or not shown; [ ] = remark or other dose.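 Rule for the calls, unless noted: active = inhibition above about 30% (limit read from the data); inactive = the rest.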

Structure	14-3-3 Bad PPI	Rad51 HR inh	Cl transport mod	Furin inh	EBV gp42 block	Thrombin inh	p47phox inh	eIF4E-4G inh	KLK5 inh
C#CCOCCOCCOCCNc1nc(N2CCN(C(=O)[C@H](Cc3ccc(O)cc3)n3cc(C(N)CC(C)C)nn3)CC2)nc(N2CCN(C(=O)[C@H](CCC(=O)O)n3cc(C(N)[C@H](C)CC)nn3)CC2)n1 (some centres undefined)	55.0	5.7	1.37	-14.2	-7.8	-6.8	.	-1.5	-6.5
S=c1[nH]nc(CNc2ccc(Cl)cc2)n1Cc1ccccc1	-10.6	-5.8	-1.93	-20.3	4.7	-0.7	-3.1	-4.3	3.0
O=C(Cc1ccc(-n2cccc2)cc1)NCc1ccccc1Cl	-20.9	3.5	-2.21	-23.6	-16.8	-0.4	-4.7	-1.4[fluorescence artefact?]	-9.8
Cn1c(=O)n(C)c2cc(NS(=O)(=O)c3ccc4c(c3)CCCC4)ccc21	-8.1	4.5	.	-13.7[20 µM]	-1.9	-0.7	3.4	-2.3	-1.0
CCOC(=O)c1c(NC(=O)CSc2nnc(Cc3ccccc3)o2)sc(C)c1C	-5.7	-0.8	-3.36	4.7[20 µM]	-4.8	4.7	-16.7	-5.5	-7.1
COC(=O)C(C)Sc1nnc(-c2ccncc2)o1 (centres undefined)	8.1	-1.4	-0.493	-17.4[20 µM]	-12.1	-4.3	-15.7	3.0	-4.0
CC(C)(C)Nc1nc(OCC(F)(F)F)nc(OCC(F)(F)F)n1	-1.5	1.2	-2.76*	-19.2[20 µM]	-8.1	-1.0	-11.2	-5.4	3.0
Cc1nc(SCC2(C)CC2(Cl)Cl)n[nH]1 (centres undefined)	-1.0	-61.2	1.52	-17.3	6.1	-0.2	-0.4	1.5	-13.9
COC(=O)C1(C(F)(F)F)N=C(C(F)(F)F)Nc2ccc(Cl)cc21 (centres undefined)	6.2	.	-3.43	-17.7	-6.2	-0.6	5.5	-2.7	-1.8
COc1ccc(C(=O)Nc2ccc(CN3CCS(=O)(=O)CC3)cc2)cc1	-3.4	3.5	-0.59	-9.8	-5.4	-3.2	-10.9	-5.5	0.3
NC(=S)N=Nc1c(O)[nH]c2cc(F)c(F)cc12	-3.2[fluorescence artefact?]	-4.8	1.25	6.7	-3.4	-6.8	-3.4	-3.4	-12.5
COc1ccc(S(=O)(=O)n2nc(OC(=O)c3cccs3)cc2N)cc1	4.5	-2.4	.	-7.7	7.4	18.0	-10.1	11.6	78.0*
O=C(NCc1cccnc1)c1ccc(Cl)c(S(=O)(=O)N2CCCCCC2)c1	-13.3	-2.5	-0.297	-12.1	-10.9	6.6	-7.1	-3.1	-7.4
CCOCc1cnc(C)nc1NCC(=O)c1c(C)[nH]c2ccccc12	14.9[fluorescence artefact?]	-13.6	0.329	-22.2[20 µM]	-50.5	7.8	-10.8	-6.6[fluorescence artefact?]	1.1
O=C(NCc1nnc(SCc2ccccc2)n1-c1ccccc1)C12CC3CC(CC(C3)C1)C2	-4.3	1.2	-1.75	-15.0	7.5	-5.3	-7.8	4.5	-0.5
Cc1ccc(CNC(=O)C2CNc3cc(C)ccc3O2)cc1 (centres undefined)	-6.5[fluorescence artefact?]	-10.0	-0.684	3.2	-15.6	-6.8	-9.6	-6.2	1.0
Oc1ccc(Cn2ccnc2)c2cccnc12	-15.4	4.5	1.17	-12.2	0.0	-7.3	-2.0	-0.5	-13.6
CC(=O)OCC12COC3c4ccccc4OC(C)(CC1C)C3C2C (centres undefined)	-10.9	10.5	0.685	-17.2	14.2	-0.2	6.6	-5.1	10.7
CCCCN(C)CCC(=O)Nc1ccc(F)c(F)c1	-5.2	8.1	0.556	-6.4	-3.9	-12.8	-1.8	2.2[fluorescence artefact?]	4.1
Cc1cc(C)c(NC(=O)Cn2c([N+](=O)[O-])cnc2C)c(C)c1	5.9	-0.6	-0.5	-12.3	0.1	2.0	2.5	-9.7	-0.6
COC(=O)c1ccc(NC(=S)NC(=O)c2c(-c3ccccc3)noc2C)cc1	-0.7	11.4	16.7*	-2.8	-8.4	1.8	-17.8	-4.4	-2.7
CC1CC(OCC(O)C[N+]2(C)CCOCC2)CC(C)(C)C1 (centres undefined)	14.8	-3.8	-0.317	-20.5	-26.2	-8.3	0.0	7.7	-0.6
COc1ccc(N/C(=N/c2nc(C)cc(C)n2)NC(=O)Nc2ccc(Cl)c(Cl)c2)c(OC)c1	12.4	-2.6	0.156	-17.6	-23.3	-8.5	-5.7	14.4	-6.1
Cc1ccc2nc(Cl)c(C#N)cc2c1	-6.3	-0.2	-0.328	-19.7	-2.1	-4.2	4.7	-1.4	1.2
O=C(/C=C/c1c(Cl)nc2ccccn12)N1CCCCC1	-4.9	.	1.63	-22.0	-6.0	2.4	.	1.2	5.3
O=S(=O)(c1ccc2ccccc2c1)N1CCN(C2CCN(Cc3ccccc3)CC2)CC1	65.0	0.1	-0.0958	-11.2[20 µM]	-2.0	0.7	-7.0	1.9	-10.4
CCOc1cc(/C=C/c2ccc3cccc([N+](=O)[O-])c3n2)cc(Cl)c1O	-5.2	-2.8	-0.706	-5.8	5.5	-0.5	-8.3	1.3	-2.6
O=S(=O)(Nc1ccc2c(c1)OCCO2)c1cnc[nH]1	-8.3	2.7	0.306	-10.7	-10.0	-3.5	-0.6	0.8	5.8
Cc1c(C)[n+](=O)c(-c2cccs2)c(C)n1[O-]	-6.2	8.1	.	-11.6[20 µM]	-6.9	-0.7	-1.0	-0.1	-12.3
CC(=O)Nc1c(O)[nH]c2ccccc12	6.2	-5.0	-0.538	-25.7[20 µM]	-7.0	-1.9	-2.4	-0.7	5.3
O=C(N/N=C/c1coc2ccccc2c1=O)c1cn(-c2ccccc2)nc1-c1ccccc1	6.5	-19.5	-1.48	-9.9	-11.6	15.3	-16.4	-2.5	-42.0
Cn1nc(-c2ccccc2)cc1NS(=O)(=O)c1ccccc1	1.5	-5.9	-0.632	-11.2	-9.3	-4.1	13.2	0.4	-2.1
Cc1[nH][nH]c(=O)c1/C=N/N1CCOCC1	-3.8	-10.0	0.499	-21.5	-12.4	-5.7	-17.6	7.1	-0.8
CC(=O)Nc1ccc(/C=N/NC(=O)c2cc3ccccc3nc2C)cc1	-10.4	-12.6	-0.372	-4.8	-5.7	-9.2	-1.2	1.6[fluorescence artefact?]	-15.7
OCCN(Cc1ccccc1)CC1CC=CCC1 (centres undefined)	59.2	3.3	0.397	-10.5	-18.0	-7.3	-4.7	7.7	-9.9
CCCCCC(O)c1cccc(OCc2ccc3ccccc3n2)c1 (centres undefined)	-1.7	-2.3	-0.513	-5.9	2.9	-2.6	-2.9	4.8	-6.3
NS(=O)(=O)c1ccc(NC(=O)CSc2nnc(Cc3cccs3)n2-c2ccccc2)cc1	-10.4	-1.0	0.435	-19.3[20 µM]	-18.7	-8.0	-17.8	-0.8	4.5
O=C(c1cc2c(cc1Br)OCCCO2)N1CCCCC1	-5.9	1.6	2.1	-20.3	11.7	-10.9	8.2	2.2	-18.7
N#C/C(=C\c1ccc(F)c(Cl)c1)S(=O)(=O)c1ccccn1	2.2	13.1	-0.153	-18.1	-15.6	3.7	-18.5	4.0	5.2
CN(C)C(=O)COC(=O)c1ccccc1NC(=O)c1ccco1	-12.4	6.3	0.714	-24.5	0.7	-25.3	1.0	-1.3	-3.5
CN1CCN(CCCNC(=O)c2cn(C3CCCCC3)c(=O)c3c2c2ccccc2n3C)CC1	5.6	5.0	.	-19.1[20 µM]	-4.8	1.8	-9.5	4.1	3.0
CS(=O)(=O)N1CC(C(=O)O)Oc2ccc(CC(=O)O)cc21 (centres undefined)	42.8	7.3	0.894	-20.5	-3.9	0.8	-8.6	5.1	-14.3
COc1ccccc1NC(=O)CCC(=O)OCc1ccc([N+](=O)[O-])cc1	-3.2	-11.1	-1.94	-15.5	12.6	-5.5	7.9	2.1	-8.0
CCOC(=O)CCN(Cc1sccc1C)S(=O)(=O)c1ccc(F)cc1	22.4[fluorescence artefact?]	8.9	-0.00246	-14.9[20 µM]	-6.7	-7.1	-2.9	4.7	-4.4
CN(C(=O)COC(=O)c1ccccc1Nc1ccccc1)C1CCS(=O)(=O)C1 (centres undefined)	-8.2[fluorescence artefact?]	-0.2	0.037	-14.7	-34.1	-0.1	-11.8	0.0	-5.0
CC(C)OC(=O)c1cc2ccccc2oc1=O	18.6	-7.7	-0.831	-21.6	-6.3	-3.7	-18.8	8.9	-20.4
COc1ccccc1-n1cnc2cc(NS(=O)(=O)c3ccc(Br)cc3)ccc21	7.2	7.5	-1.19	-17.0[20 µM]	0.0	2.3	-15.5	9.0	-2.4
COc1ccc(/C=C/C(=O)c2ccccc2)cc1COc1ccccc1F	6.6	-3.3	0.228	-15.0[20 µM]	-18.9	1.7	-12.4	1.0	3.4
Cc1cccc(NC(=S)N2CCC(N(C)CC3CCCO3)CC2)c1C (centres undefined)	-3.0[fluorescence artefact?]	4.3	0.551	-12.5[20 µM]	-27.6	-2.5	-14.3	1.0[fluorescence artefact?]	-19.2
O=C1C(C=NCc2ccncc2)=C(O)c2ccccc21	-5.2	3.1	-0.429	-12.5[20 µM]	-3.1	-0.4	1.6	-0.2	-14.5
COc1ccc(C(=O)N2CCN(C(=O)c3ccco3)CC2)cc1	-7.6[fluorescence artefact?]	1.3	1.44	-24.0	-20.6	2.6	-2.5	-11.4[fluorescence artefact?]	0.9
O=C(O)C1Cc2ccccc2CN1C(=O)c1ccccc1Cl (centres undefined)	7.3	0.0	1.15	-14.0[20 µM]	-8.2	-1.0	-13.4	3.1[fluorescence artefact?]	4.1

Full records, looked up by structure. Order of screens: 14-3-3 Bad PPI	Rad51 HR inh	Cl transport mod	Furin inh	EBV gp42 block	Thrombin inh	p47phox inh	eIF4E-4G inh	KLK5 inh
Entry for COc1ccccc1-n1cnc2cc(NS(=O)(=O)c3ccc(Br)cc3)ccc21 → 7.2	7.5	-1.19	-17.0[20 µM]	0.0	2.3	-15.5	9.0	-2.4
Entry for COc1ccc(/C=C/C(=O)c2ccccc2)cc1COc1ccccc1F → 6.6	-3.3	0.228	-15.0[20 µM]	-18.9	1.7	-12.4	1.0	3.4
Entry for CC(C)OC(=O)c1cc2ccccc2oc1=O → 18.6	-7.7	-0.831	-21.6	-6.3	-3.7	-18.8	8.9	-20.4
Entry for Cc1cccc(NC(=S)N2CCC(N(C)CC3CCCO3)CC2)c1C (centres undefined) → -3.0[fluorescence artefact?]	4.3	0.551	-12.5[20 µM]	-27.6	-2.5	-14.3	1.0[fluorescence artefact?]	-19.2
